Compound activity: PubChem BioAssay, Broad Institute
BL2 CD40 inh: CD40 pathway inhibition in BL2 cells | BL2 NF-kB luciferase reporter, CD40L-induced, 4 h | inhibition, % at 10 µM | hit rate 0.94% among 83,000;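 active = mean inhibition of at least 50% with a set share of replicates also reaching that level; inconclusive = no clear call, values can overlap the other calls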;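 also: 0% = neutral control wells and 100% = IKK inhibitor VII at 50 µM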
* marks the source's active call; other numbers are inactive results; ? = inconclusive; & = joins results of further samples; [ ] = another dose, or the depositor's remark.

entry	BL2 CD40 inh	compound
1	3	CN(C)Cc1c(C(=O)N/N=C/c2cccc3ccccc23)nnn1-c1nonc1N
2	2	Cc1ccc(S(=O)(=O)N2CCN(C(=O)CN3C(=O)CNC3=O)CC2)cc1
3	2[25 µM]	COc1cccc(CNC(=O)[C@@H]2[C@@H](CO)[C@@H]3Cn4c(ccc(-c5ccncc5)c4=O)[C@@H]3N2C)c1
4	14	Cc1ccc(CN2CCSc3sccc3C2=O)cc1
5	9	C[C@H](CO)N1C[C@H](C)[C@@H](CN(C)S(=O)(=O)c2ccc(Cl)cc2)OCCCC[C@H](C)Oc2ccc(NC(=O)CCCN(C)C)cc2C1=O
6	1	Cc1nn2c(COc3ccc(NC(=O)c4ccccc4)cc3)nnc2c2ccccc12
7	-3	COc1ccc(Cc2noc(CN3CCCN(Cc4ccc(F)cc4)CC3)n2)cc1OC
8	0	COc1cccc(/C=C/C(=O)NNC(=O)c2ccncc2)c1
9	-1	COc1ccc(C2NC(C(=O)O)Cc3c2[nH]c2ccccc32)cc1CN1CCN(c2ccc(F)cc2)CC1 (stereo unspecified)
10	-4	CCN(CC(=O)Nc1ccc2c(c1)OCCO2)C(=O)c1ccc(C)c(S(=O)(=O)N2CCOCC2)c1
11	7	CCCNC(=O)N[C@@H]1CC[C@H](CCn2cc(C3CCCC3)nn2)O[C@@H]1CO
12	17	CCNC(=O)C1(C)CCN(C(=O)c2cccc3ccccc23)C1 (stereo unspecified)
13	19[25 µM]	CCCNC(=O)N1[C@H](CO)[C@H](c2ccc(C#Cc3cccc(F)c3)cc2)[C@@H]1C#N
14	-2	Cc1ccc(NC(=O)c2cc(=O)[nH]c3ccc(S(=O)(=O)N4CCOCC4)cc23)nc1
15	-10[25 µM]	CCS(=O)(=O)Nc1ccc2c(c1)C(=O)N(C)C[C@@H](OC)[C@@H](C)CN(CC1CCCCC1)[C@H](C)CO2
16	49*	Cc1cnc(NC(=O)c2ccccn2)s1
17	-15	O=C1NC(c2cccc3ccccc23)Nc2ccccc21 (stereo unspecified)
18	7	CCOCC(=O)Nc1nc2c(s1)C(=O)CC(C)(C)C2
19	-3	CC(=O)N1[C@@H]2Cn3c(ccc(C4=CCCCC4)c3=O)[C@H]1[C@@H](C(=O)NC1CCC1)[C@@H]2CO
20	-11	O=C(CN1C(=O)NC2(CCCC2)C1=O)N1CCc2ccccc2C1
21	-9	O=C(CCC1CCCN(C(=O)Cn2cnnn2)C1)NCc1ccccc1F (stereo unspecified)
22	-15[25 µM]	CO[C@@H]1CN(C)C(=O)c2cc(NC(=O)c3nc4ccccc4s3)ccc2OC[C@@H](C)NC[C@H]1C
23	3	COc1cc(Cl)cc(C(=O)O)c1OCC(=O)O
24	7	Cc1cc(S(=O)(=O)N2CCCC2)ccc1OCC(=O)N1CCOCC1
25	-55	Fc1cccc(CSc2ncnc3c2ncn3C2CCCCO2)c1 (stereo unspecified)
26	0	O=C(NCC(c1ccco1)N1CCN(c2ccc(F)cc2)CC1)c1ccco1 (stereo unspecified)
27	3	N#Cc1ccc(C(=O)NCC(c2ccco2)N2CCCC2)cc1 (stereo unspecified)
28	8	Cc1ccc(C(=O)NC(C(=O)OCc2cn3cc(Cl)ccc3n2)C(C)C)cc1 (stereo unspecified)
29	-2	O=C1c2ccccc2-c2ccccc2NC1O (stereo unspecified)
30	2	COC(=O)c1c(C)[nH]c(C(=O)COC(=O)CCNS(=O)(=O)c2cccc(C(F)(F)F)c2)c1C

(next part)
entry	BL2 CD40 inh	compound
31	?	C[C@H]1CN([C@@H](C)CO)C(=O)c2c(c3ccccc3n2C)-c2ccccc2CO[C@@H]1CN(C)C(=O)Nc1ccccc1C(F)(F)F
32	-11[25 µM]	O=C(C[C@@H]1C=C[C@@H](NS(=O)(=O)c2ccc(F)cc2)[C@H](CO)O1)N1CCc2ccccc2C1
33	3	CCOC(=O)N1CCN(C(=O)c2ccc3c(c2)N(CC)CCS3)CC1
34	4[25 µM]	CCCNC(=O)N1[C@H](C#N)[C@H](c2ccccc2-c2ccc(OC)cc2)[C@@H]1CO
35	-9[25 µM]	Cc1ccccc1-c1ccc(C2[C@H]3CNC[C@@H]2N3Cc2cncnc2)cc1 (stereo partly specified)
36	11	NC1=NC(=O)/C(=C\c2ccsc2)S1
37	-17	O=C1C=CC(=O)C(C2=C3C(=O)N(CCc4ccccc4)CC(=O)N3CCC2)=C1
38	-12[25 µM]	O=C(C[C@H]1CC[C@@H]2[C@H](COC[C@H](O)CN2CC2CCOCC2)O1)NCC1CCCCC1
39	7[25 µM]	O=C(Cc1ccccc1)N1C[C@@H]2[C@H](c3ccccc31)[C@H](CO)N2C(=O)c1ccc(F)cc1
40	3	O=C(CCc1ccccc1Cl)Nc1cc2c(cc1C(=O)O)OCCCO2
41	25	Cc1nc2c(c3c1[nH]c1ccccc13)C(=O)CC(C)(C)C2
42	5	O=C(NCc1cccc(Cl)c1)c1ccc(-c2ccc(F)c(F)c2)c2ccoc12
43	2[25 µM]	C/C=C/c1ccc([C@@H]2[C@H](CO)N(S(C)(=O)=O)[C@H]2CN(CC)C(=O)CC)cc1
44	7	CCN(CCC(=O)O)c1ccccc1
45	2	COC(=O)C1CCN(C(=O)COC(=O)CSc2ccc(C(N)=O)cc2[N+](=O)[O-])CC1
46	5	COc1ccc(C(NC(=O)C2CCN(CCOc3ccc(Cl)cc3Cl)CC2)c2cccs2)cc1 (stereo unspecified)
47	-17	Cc1oc2c(c1C(=O)Nc1cccc3ccccc13)CCCC2
48	7	CCOc1ccccc1C=C1SC(=S)N(CC)C1=O
49	5	COc1cccc(-c2nn(-c3ccccc3)cc2CN(C)Cc2ccno2)c1
50	0	Cc1ccc(C(=O)COC(=O)CNC(=O)c2ccccc2)s1
51	-2[25 µM]	CO[C@@H]1CN(C)C(=O)c2cc(NS(=O)(=O)c3cn(C)cn3)ccc2OC[C@@H](C)NC[C@H]1C
52	3	COc1ccc(C(=O)N(C(C)C)C(C)C)c(OC)c1
53	-1	Cc1cc(C(=O)Nc2cc(C(F)(F)F)ccc2N2CCOCC2)no1
54	6	CCCCn1c(N)c(N(CCOC)C(=O)c2cccc(S(=O)(=O)N(CC)c3ccccc3)c2)c(=O)[nH]c1=O
55	10	C[C@H](CO)N1C[C@H](C)[C@@H](CN(C)S(=O)(=O)Cc2ccccc2)OCc2ccccc2-c2c(n(C)c3ccccc23)C1=O
56	-7	CCN(CC(=O)Nc1c(F)cccc1F)C(=O)CCCSc1nc2ccccc2[nH]1
57	-78	Cc1ccc(NC(=O)NC2CCCCC2)cc1Cl
58	7	COc1ccc(OC)c(NC(=O)C2CCN(S(=O)(=O)c3ccc4c(c3)OCCO4)CC2)c1
59	3	O=C(c1ccco1)N1CCN(Cc2cc(=O)c(OCc3ccc([N+](=O)[O-])cc3)co2)CC1
60	4	Cc1ccc(NC(=O)CCNS(=O)(=O)c2ccc3c(c2)c(=O)n(C)c(=O)n3C)cc1C

Continued:
entry	BL2 CD40 inh	compound
61	18	CC(COc1cccc2ccccc12)CN1CCN(C)CC1 (stereo unspecified)
62	13	O=C(CCNS(=O)(=O)c1cccc2nsnc12)NCc1ccccc1
63	12	COc1ccc(N2C(=O)CC(N(Cc3ccco3)C(=O)CCC(=O)O)C2=O)cc1 (stereo unspecified)
64	-41	c1ccc2cc(-c3csnn3)ccc2c1
65	4[25 µM]	C/C=C/c1ccc([C@H]2[C@@H](CO)N(C(=O)CN(C)C)C23CN(C(=O)C2CCOCC2)C3)cc1
66	-7	COC(=O)c1ccc2c(c1)sc(=NC(=O)CCS(=O)(=O)c1ccccc1)n2C
67	-3	COc1ccc(S(=O)(=O)N(C)C[C@H]2OCc3ccccc3-c3ccccc3C(=O)N([C@H](C)CO)C[C@H]2C)cc1
68	2[25 µM]	CO[C@H]1CC[C@@H]2CCOc3ccc(C#N)cc3C(=O)N(C)C[C@H](c3ccccc3)CC(=O)N(C)C[C@@H]1O2
69	3	O=C(COc1coc(CN2CCN(c3ccccc3F)CC2)cc1=O)NC1CCCCC1
70	3	CCOc1cc(S(=O)(=O)N2CCN=C2Cc2ccccc2)ccc1F
71	1	CC(=O)c1ccc(N2CCN(C(=S)NCc3ccco3)CC2)cc1
72	1	CSc1ncc(CN2CCCC(C(=O)Nc3ccc(-c4ccco4)cc3)C2)cn1 (stereo unspecified)
73	-21	CC1CCN(C(C(=O)NC2CCCCC2)c2cc3c(cc2[N+](=O)[O-])OCO3)CC1 (stereo unspecified)
74	-80	CC1CCCN(C(=O)CNC(=O)c2sc3ccccc3c2Cl)C1 (stereo unspecified)
75	11	CC(C)(C)[S@](=O)N1Cc2cc(C(=O)NCCc3ccncc3)nc(-c3cccc(-c4ccncc4)c3)c2[C@@H]1CCO
76	8	CSC1=NCCN1C(=O)Cc1cccc2ccccc12
77	4	CCCN(Cc1ccccc1)C(=S)Nc1cccc(C)c1C
78	9	Cc1ccc(S(=O)(=O)NCC(c2cccnc2)N2CCOCC2)cc1 (stereo unspecified)
79	-2&-27	COc1ccccc1S(=O)(=O)N1[C@@H]2CNC[C@H]1C2c1ccc(-c2ccccc2)cc1 (stereo partly specified)
80	9	CCOC(=O)N1CCC(N2Cc3cccc(C(=O)N4CC(C)CC(C)C4)c3C2=O)CC1 (stereo unspecified)
81	9	Cc1cc(C(=O)NCc2ccco2)c2ccccc2n1
82	-5[25 µM]	C[C@@H]1CN([C@H](C)CO)C(=O)c2cc(NC(=O)Cc3cn(C)c4ccccc34)ccc2O[C@H]1CN(C)Cc1ccc2c(c1)OCO2
83	8	Cc1cccc(NS(=O)(=O)c2cccc(C(=O)NCC(c3ccco3)N(C)C)c2)c1 (stereo unspecified)
84	-6	CCN(CC(=O)NCc1ccc(Cl)cc1)C(=O)COc1cccc(C(F)(F)F)c1
85	-1	Cc1ccnc(N2CCCC(C(=O)Nc3cc(F)ccc3C)C2)n1 (stereo unspecified)
86	-11	O=C(CCC(=O)N1CCCC1)Nc1nnc(C2CCCCC2)s1
87	0	O=C(COC(=O)CSc1ccccc1)NC1CCS(=O)(=O)C1 (stereo unspecified)
88	3	CC(C)(C)S(=O)(=O)c1cnc(-c2cnccn2)nc1N
89	-13	CC(=O)N(C)C[C@H]1OCc2ccccc2-c2c(n(C)c3ccccc23)C(=O)N([C@H](C)CO)C[C@@H]1C
90	38&-9	O=C(C1CC1)N1C[C@@H]2N[C@H](C1)C2c1ccc(/C=C/c2ccccc2)cc1 (stereo partly specified)

Next section.
entry	BL2 CD40 inh	compound
91	-5	O=C(CN1C(=O)NC2(CCCCCC2)C1=O)c1ccc2c(c1)OCCO2
92	-1	CC1(C)C2CCC(C2)C1(C)NC(=O)C[N+](C)(C)C (stereo unspecified)
93	-33	Cc1cc(C)n(CCc2nc(-c3cc4ccccc4o3)cs2)n1
94	-2	CCN(CC)c1ccc(NC(=O)c2ccccn2)cc1S(=O)(=O)Nc1ccccc1OC
95	2	CCOc1ccc(NC(=O)c2ccc3c(c2)C(=O)N(Cc2ccncc2)C3=O)cc1
96	-3[25 µM]	CC(=O)NC[C@@H]1[C@@H](c2ccc(-c3cccnc3)cc2)[C@H](CO)N1C(=O)C1CCC1
97	-3	CCN1CCN(C(=O)C2CCC(=O)N(CCCN3CCCC3=O)C2)CC1 (stereo unspecified)
98	-33	Cc1[nH]nc(Sc2ccccn2)c1[N+](=O)[O-]
99	14	CC1CCCCC12NC(=O)N(CC(=O)OCc1ccccc1Cl)C2=O (stereo unspecified)
100	-7	Cc1ccccc1CS(=O)(=O)c1cn(CC(=O)N2CCC(C)CC2)c2ccccc12
101	1[25 µM]	C[C@@H]1CN([C@@H](C)CO)C(=O)c2cc(C#CC3(O)CCCC3)cnc2O[C@H]1CN(C)S(=O)(=O)c1ccccc1
102	-2	CN(C)S(=O)(=O)c1cccc(NC(=O)c2ccc3c(c2)S(=O)(=O)N=C2CCCCCN23)c1
103	-4	O=C(O)CCNC(=O)CCCn1nnc2ccccc2c1=O
104	15	CCOC(=O)c1cc2nc(OCC)nc(OCC)c2[nH]1
105	-27	C/C(Cn1cnc([N+](=O)[O-])n1)=N\NC(=O)c1ccccc1F
106	1	COc1cccc(CN2[C@H](CO)[C@H](c3ccccc3)C23CN(C(=O)C2CCCC2)C3)c1
107	5	O=C(N/N=C(\c1ccccc1)c1ccccn1)c1ccccc1Cl
108	2	Cc1c(NC(=O)C(C)Sc2ncnc3ccccc23)c(=O)n(-c2ccccc2)n1C (stereo unspecified)
109	-7	Cc1ccc(S(=O)(=O)N2CCOCC2)cc1NC(=O)C1CC(=O)N(c2ccc3c(c2)OCCO3)C1 (stereo unspecified)
110	2[25 µM]	COc1cccc(NC(=O)N[C@H]2C=C[C@@H](CC(=O)NCc3ccncn3)O[C@@H]2CO)c1
111	8	COC(=O)C1CCN(CC(N)=O)CC1
112	-37	O=C(CCc1ccccc1)Nc1ccccc1C(=O)NCc1ccco1
113	7	C=C(C)c1cccc(C(C)(C)NC(=O)N2CCN(c3ccccn3)CC2)c1
114	-5[25 µM]	O=C1CNC[C@@H]2[C@@H](c3ccc(C#Cc4cccnc4)cc3)[C@@H](CO)N12
115	-3	O=C(CSc1nc(=O)n(CCCN2CCOCC2)c2c1CCC2)Nc1ccc(F)cc1F

Structural class: those above containing a furan ring, fused or not (twelve)
entry	BL2 CD40 inh	compound
26	0	O=C(NCC(c1ccco1)N1CCN(c2ccc(F)cc2)CC1)c1ccco1 (stereo unspecified)
27	3	N#Cc1ccc(C(=O)NCC(c2ccco2)N2CCCC2)cc1 (stereo unspecified)
42	5	O=C(NCc1cccc(Cl)c1)c1ccc(-c2ccc(F)c(F)c2)c2ccoc12
47	-17	Cc1oc2c(c1C(=O)Nc1cccc3ccccc13)CCCC2
59	3	O=C(c1ccco1)N1CCN(Cc2cc(=O)c(OCc3ccc([N+](=O)[O-])cc3)co2)CC1
63	12	COc1ccc(N2C(=O)CC(N(Cc3ccco3)C(=O)CCC(=O)O)C2=O)cc1 (stereo unspecified)
71	1	CC(=O)c1ccc(N2CCN(C(=S)NCc3ccco3)CC2)cc1
72	1	CSc1ncc(CN2CCCC(C(=O)Nc3ccc(-c4ccco4)cc3)C2)cn1 (stereo unspecified)
81	9	Cc1cc(C(=O)NCc2ccco2)c2ccccc2n1
83	8	Cc1cccc(NS(=O)(=O)c2cccc(C(=O)NCC(c3ccco3)N(C)C)c2)c1 (stereo unspecified)
93	-33	Cc1cc(C)n(CCc2nc(-c3cc4ccccc4o3)cs2)n1
112	-37	O=C(CCc1ccccc1)Nc1ccccc1C(=O)NCc1ccco1

These rows are one share of the data, so the mix of outcomes need not match the whole.
